KDM5B inhibitor – Primary screen for KDM5B Histone Demethylases FDH-coupled qHTS. KDM5B demethylase, FDH-coupled NADH fluorescence (FDH is formaldehyde dehydrogenase). hit rate 2.6% among 220,000. Potency, µM (doses to about 57.7 µM), without a hit: at the top dose activity change, negative = inhibition, most hits filed as inhibitors. Lysine-specific demethylase 5B (Homo sapiens), Q9UGL1. AID 1347165, 2019; active means well fitted inhibition curve with a large enough effect; inconclusive means small, poorly fitted or top-dose-only effect; inactive means no such curve, though single readings can be large or run the other way; further: 0% is about no effect; nearly all actives have a fitted effect of over 70% in size
Target sequence (Q9UGL1 whole entry, looked up): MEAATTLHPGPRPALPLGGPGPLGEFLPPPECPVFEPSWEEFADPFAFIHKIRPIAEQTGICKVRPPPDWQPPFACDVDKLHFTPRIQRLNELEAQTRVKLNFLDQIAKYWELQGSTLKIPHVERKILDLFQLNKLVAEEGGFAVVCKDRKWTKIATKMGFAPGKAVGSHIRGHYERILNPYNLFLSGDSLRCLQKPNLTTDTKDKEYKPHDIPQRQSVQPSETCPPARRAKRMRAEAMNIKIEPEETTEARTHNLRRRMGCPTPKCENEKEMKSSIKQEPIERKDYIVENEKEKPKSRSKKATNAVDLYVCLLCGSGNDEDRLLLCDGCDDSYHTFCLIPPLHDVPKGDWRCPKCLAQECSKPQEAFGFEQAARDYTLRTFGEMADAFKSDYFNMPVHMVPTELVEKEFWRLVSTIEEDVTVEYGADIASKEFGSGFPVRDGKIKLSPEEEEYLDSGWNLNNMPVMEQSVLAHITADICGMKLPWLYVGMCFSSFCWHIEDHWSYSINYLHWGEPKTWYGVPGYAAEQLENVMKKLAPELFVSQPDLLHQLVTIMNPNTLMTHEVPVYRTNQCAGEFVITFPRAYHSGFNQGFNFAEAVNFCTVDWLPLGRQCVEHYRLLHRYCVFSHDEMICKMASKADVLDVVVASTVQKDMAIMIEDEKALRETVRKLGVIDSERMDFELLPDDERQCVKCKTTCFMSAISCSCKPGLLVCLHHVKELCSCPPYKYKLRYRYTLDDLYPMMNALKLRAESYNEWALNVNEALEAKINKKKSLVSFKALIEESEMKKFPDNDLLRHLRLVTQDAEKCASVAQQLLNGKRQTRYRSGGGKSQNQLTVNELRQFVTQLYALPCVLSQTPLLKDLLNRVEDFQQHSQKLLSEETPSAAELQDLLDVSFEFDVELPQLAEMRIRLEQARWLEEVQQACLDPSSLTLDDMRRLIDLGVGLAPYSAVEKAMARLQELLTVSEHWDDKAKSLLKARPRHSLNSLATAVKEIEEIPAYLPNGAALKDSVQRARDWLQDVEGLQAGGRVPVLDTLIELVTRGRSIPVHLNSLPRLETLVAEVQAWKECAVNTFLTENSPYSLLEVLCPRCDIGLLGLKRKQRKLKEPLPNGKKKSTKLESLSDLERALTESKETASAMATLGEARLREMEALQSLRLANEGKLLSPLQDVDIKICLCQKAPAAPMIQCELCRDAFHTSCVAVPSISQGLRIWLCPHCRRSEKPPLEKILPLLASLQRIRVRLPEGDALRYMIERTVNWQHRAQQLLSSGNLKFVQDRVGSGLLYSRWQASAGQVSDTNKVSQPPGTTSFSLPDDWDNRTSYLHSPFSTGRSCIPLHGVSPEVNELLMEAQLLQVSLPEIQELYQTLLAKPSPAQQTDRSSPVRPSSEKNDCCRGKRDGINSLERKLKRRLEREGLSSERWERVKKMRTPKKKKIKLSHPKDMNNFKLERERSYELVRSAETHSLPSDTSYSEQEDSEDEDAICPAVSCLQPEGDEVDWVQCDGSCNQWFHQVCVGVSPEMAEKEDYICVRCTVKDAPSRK
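Measured: NADH fluorescence change, 30 min, RT. System: KDM5BΔAP 200 nM final, H3K4me3 peptide, α-KG, Fe(II), ascorbate, NAD⁺ plus FDH, pH 7.5 HEPES. Compounds: titrated, 10 min pre-incubation with enzyme.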
* hit, by the source's call; i = inactive; ? = inconclusive; [ ] = remark or other dose. Potency means the concentration at half of the fitted maximal effect. Not all compounds are listed (hit frequency here may not be typical).

smiles,KDM5B inhibitor
COc1ccc(NC(=O)c2nnn(Cc3ccc(Br)cc3F)c2N)c(OC)c1,?
Cc1nc2nc(NCc3ccccc3Cl)[nH]n2c(=O)c1Cc1ccccc1,-27.0%
CCCn1c(=O)[nH]c(=O)c2c1nc(-c1ccc(CC)cc1)n2CCOC,-22.8%
CC(C)CCNc1nc(C(=O)Nc2nccs2)cs1,?
CCN(CC)CCN1C(=O)/C(=C\c2ccc(Cl)c([N+](=O)[O-])c2)SC1=Nc1ccc(OC)cc1,?
CCOc1ccc(C(=O)Nc2onc3c2CCCC3)cc1,3.8%
c1ccc(-c2nc(CN3CCCC3c3ccsc3)co2)cc1 (stereo not given),1.3%
COc1ccc(C(=O)C(C)OC(=O)Cc2ccc(OC)c(F)c2)cc1 (stereo not given),3.5%
Cc1noc2c(NCCN3CCOCC3)cc(-c3ccsc3)nc12,-25.0%[86.2 µM]
COc1ccc(CCNC(=O)c2c(C)noc2-c2ccc3c(c2)OCO3)cc1OC,28.2µM*
Cc1ccc(C(=O)/C=C/c2ccc3oc4ccccc4c3c2)cc1,4.2%
Cc1noc(/C=C/c2ccccc2F)c1S(=O)(=O)N1CCCC(C(=O)N2CCC(C)CC2)C1 (stereo not given),-4.0%
O=C(CCCCn1c(=O)c2ccccc2n(Cc2cccc(F)c2)c1=O)NCCc1ccccc1,-23.4%
Cc1cc(C[C@@H]2COC[C@@H]2NC(=O)c2ccc(-c3noc(C4CC4)n3)cc2)on1,23.9%
CSc1scc2c1-c1nc(SCC(=O)C(C)(C)C)ncc1CC2,?
CCC(C)Nc1nc(-c2ccccn2)nc2ccccc12 (stereo not given),-18.4%
N#Cc1ccc(C(=O)N2CCCN(C(=O)C3CC3)C(c3ccccc3)CC(=O)NCC2)cc1 (stereo not given),6.8%
COc1ccc(OCCn2c(C(C)Oc3ccccc3)nc3ccccc32)cc1 (stereo not given),18.4%
CC(=O)c1ccc(NS(=O)(=O)c2c(C)nc3scc(C)n3c2=O)cc1,-23.1%
Cc1ccc(S(=O)(=O)Nc2nc3n(n2)C(c2ccc(Cl)cc2)C=C(c2ccccc2)N3)cc1 (stereo not given),?
CCN(CC(=O)NCc1ccc(F)cc1)C(=O)c1ccc(C)o1,10.9%
CCOc1ccc2c(=O)c(Oc3ccc(C(=O)OC)cc3)c(C(F)(F)F)oc2c1,14.0%
CCN(C)C(=O)Cn1ncc(N2CCOC(CCN)C2)cc1=O (stereo not given),-0.4%
COC(=O)[C@H](CCSC)NC(=O)Nc1cccc(Br)c1,-8.5%
C/C(=N\NC(=O)c1ccoc1C)c1cccc2ccccc12,?
COC[C@@H]1CN(C(=O)c2ccc3ncccc3c2)C[C@H]1c1ccncc1,11.0%
O=C(CCCc1c[nH]c2ccccc12)NCCC12CC3CC(CC(C3)C1)C2,-28.5%
O=C(NCCc1ccc(Cl)cc1)c1ccc2nc(Cc3ccccc3)oc2c1,18.5%
COc1ccccc1C(=O)N1CCN(c2cc(-c3ccc(F)cc3)[nH]n2)CC1,-13.8%
CCOC(=O)c1ccc(NC(=O)Cn2c(C)cc3nc4n(c(=O)c32)CCCCC4)cc1,-15.7%
Cc1ccc(C)c(NC(=O)CN2C(=O)CCc3ccccc32)c1,-9.0%
CN(Cc1cnc2ccccc2n1)C(=O)c1cccc(CCC(C)(C)O)c1,0.1%
COc1cccc(CNC(=O)[C@@H]2C[C@@H](O)CN2C2CCN(C(=O)C3CCCCC3)CC2)c1,5.2%
O=C1Nc2ccccc2OCC12CCN(Cc1cccc3ccccc13)CC2,-12.4%
COc1ccc(NS(=O)(=O)c2ccc3c(c2)CC(C)N3C(C)=O)c(OC)c1 (stereo not given),-0.5%
CCC(C)NC(=O)COC(=O)c1ccc(C)c(C)c1 (stereo not given),10.8%
CCCCCCNC(N)=S,3.2%
COc1ccc(NC(=O)CCCSc2nc(-c3ccco3)cc(C(F)(F)F)n2)cc1,-27.8%
CCOc1cc2cc(C(=O)c3cc(C)ccc3O)cnc2cc1OCC,9.4%
CN(C)CCNC(=O)c1n[nH]c2c1CN(C(=O)c1cc(F)ccc1F)CC2,-12.6%
Cc1nc(C(C)C)sc1CNC(=O)C1CCC(=O)N(C2CCCC2)C1 (stereo not given),-2.7%
CCc1nnc2ccc(NCC3CCCO3)nn12 (stereo not given),?
CCCn1c(=O)[nH]c(=O)c2c3c(cnc21)C(=O)CC(c1cccs1)C3 (stereo not given),-1.6%
COc1cccc(-c2ocnc2C(=O)NCc2cc(OC)ccc2OC)c1,?
Cc1nnnn1CCC(=O)N[C@H]1[C@H]2CCO[C@H]2[C@@H]1N1CCCCC1,-8.0%
COc1ccc(CN(C)C(=O)C2(c3ccc(Cl)cc3)CCOCC2)cc1,14.9%[115 µM]
CCS(=O)(=O)N1CCOCCNC(=O)[C@H]2CCCC[C@H]21,6.4%
COc1cc(/C=C(/C#N)c2ccccn2)ccc1OCC(F)(F)F,-27.3%
COc1ccccc1CNC(=O)C1CCN(c2nnc(C)c3c(C)n(-c4ccccc4)nc23)CC1,?
COc1ccc(N(C(=O)c2ccco2)C(C(=O)NC2CCCC2)c2ccncc2)cc1OC (stereo not given),-5.1%
CC(C)Cn1c(=O)c2sccc2n2c(CCCC(=O)NCCc3ccc(Cl)cc3)nnc12,?
CCCCNc1nc2c(S(=O)(=O)c3ccc(Cl)cc3)nnn2c2ccsc12,-23.0%
CCOc1ccccc1NC(=O)CC1C(=O)Nc2nc3ccccc3n21 (stereo not given),-10.4%
CCn1ccnc1CN(C)Cc1cn(Cc2ccccc2)nc1-c1ccc2c(c1)OCO2,2.6%
O=S(=O)(c1ccc(Br)cc1)N1CCN(C/C=C/c2ccccc2)CC1,-15.7%
CC(C)(C)c1ccc(C(=O)Oc2ccc(/C=N/O)cc2)cc1,-12.8%
COCC(=O)N(C1CCOCC1)C1CCN(C(=O)Cc2ccccc2Cl)CC1,-12.1%
Cn1nc(C(=O)N2CCCOCCNC(=O)CC2)c2ccccc21,-23.2%
Cc1ccc(C2C=C(c3ccc(Cl)cc3)Nc3nc(NC(=O)c4ccco4)nn32)cc1 (stereo not given),?
Cc1cc(C(=O)N/N=C\c2cc(C(C)(C)C)c(O)c(C(C)(C)C)c2)n[nH]1,11.2%

Shown with the structure last: entries from further up.
| KDM5B inhibitor | SMILES |
| --- | --- |
| ? | CC(C)Cn1c(=O)c2sccc2n2c(CCCC(=O)NCCc3ccc(Cl)cc3)nnc12 |
| -23.0% | CCCCNc1nc2c(S(=O)(=O)c3ccc(Cl)cc3)nnn2c2ccsc12 |
| -10.4% | CCOc1ccccc1NC(=O)CC1C(=O)Nc2nc3ccccc3n21 (stereo not given) |
| 2.6% | CCn1ccnc1CN(C)Cc1cn(Cc2ccccc2)nc1-c1ccc2c(c1)OCO2 |

Later entries
smiles,KDM5B inhibitor
CCSC1=NC2(CCN(C(=O)NC3CCCCC3)CC2)N=C1c1ccc(OC)cc1,-22.6%
Brc1cccc(-c2nc(-c3cccnc3)no2)c1,20.0%
COCc1nnc2n1CCC(NC(=O)C1(c3ccc(OC)cc3)CC1)CC2 (stereo not given),2.5%
COc1ccc(C(C)=O)cc1COC(=O)Cc1ccc(Cl)cc1Cl,-9.8%
CCN1C(=O)COc2ccc(NC(=O)c3cc(=O)c4cc(Cl)c(C)cc4o3)cc21,16.0%
COc1ccccc1NC(=O)c1sc2nc(C)c(C(=O)Nc3ccc(C)cc3C)c(-c3ccc(Br)cc3)c2c1N,15.6%
O=C(Cn1nnc(-c2ccc(C(F)(F)F)cc2)n1)NCCc1ccccc1,0.7%
CCC(C)C(=O)NC1CCN(c2cnn(CCOC)c(=O)c2)CC1 (stereo not given),15.9%
COc1cc2c(cc1NC(=O)COCC(=O)O)oc1ccccc12,-0.9%
CCc1noc(-c2cn(C3CCN(C(=O)c4ccc(F)c(Cl)c4)C3)nn2)n1 (stereo not given),4.5%
Cc1cc(C)n(CC(=O)N2C[C@@H](CO)[C@H](c3nc(C4CC4)no3)C2)n1,-1.2%
CC(C)Oc1ccc(CNC(=O)CCCn2c(=O)c3cccn3c3cccnc32)cc1,?
COc1ccc(CN(C)C(=O)C2CCN(C(=O)c3ccc(OC)c4ccccc34)CC2)cc1,8.2%
CC(=O)c1ccc(NC(=O)CN(C)S(=O)(=O)c2cc3c(cc2Cl)NC(=O)CO3)cc1,-4.7%
COc1cccc(CCNC(=O)c2c(O)nc3ccccn3c2=O)c1,?
O=C(CCCc1ccccc1)NCCC1CCN(C(=O)Nc2cc(F)cc(F)c2)CC1,-22.4%
Cc1ccc(-c2cc(Cc3ccncc3)c(=O)[nH]n2)cc1,-0.2%
CCCCn1c(=O)c2oc3ccccc3c2n(CC(=O)Nc2cc(C)ccc2C)c1=O,5.1%
CC(C)C[C@H](Nc1ncnc2sc3c(c12)CCCC3)C(=O)O,-12.6%
CC(C)CNC(=O)N1CCCCC1c1nc(CCOc2ccc(F)cc2)no1 (stereo not given),16.7%
CC(=O)c1cccc(Nc2nc(-c3ccc(Cl)cc3)nc3ccccc23)c1,-8.7%
COc1ccc(NC(=O)CCCN2C(=O)C(c3ccccc3)Oc3cccnc32)c(OC)c1 (stereo not given),-21.2%
O=C(Nc1nccs1)[C@@H]1C[C@H](c2ccc(F)cc2)N(Cc2ccccc2Cl)C1,-10.4%[86.2 µM]
CCc1ccc2oc(=O)cc(CN3CCN(CC(=O)N4CCCCC4CC)CC3)c2c1 (stereo not given),32.1%
O=C(N[C@@H]1CN(Cc2ccccc2)C[C@H]1CO)c1ncccn1,-3.3%
Cc1ccc(N(CC(=O)Nc2ccc(C)c(Cl)c2)S(=O)(=O)c2cccs2)cc1,6.2%
O=C([C@@H]1C[C@H](F)CN1C(=O)NCc1cccc(F)c1)N1CCCCC1,32.4%
CN(CCOc1ccc(Cl)cc1)C(=O)C1CCN(C(=O)c2ccc(F)cc2)CC1,24.1%
Cc1ccc2c(C)nc(Nc3nc4ccccc4c(=O)[nH]3)nc2c1,-12.7%
Cc1nc2ccccc2c(=O)n1Cc1ccco1,-5.5%
C=CCCC(CN1CCSCC1)Oc1nc(OC)cc(OC)n1 (stereo not given),?
O=C1CC(c2ccccc2)N(C(=O)C2CC2)CCCN(C(=O)Cc2cccc(F)c2)CCN1 (stereo not given),-4.8%
Cc1ccc(C)c(NC(=O)Cn2c(N3CCN(c4ccccc4)CC3)nc(C)cc2=O)c1,?
Cc1ccc(NC(=O)c2c(C)nc3sc(C(=O)Nc4ccc(F)cc4)c(N)c3c2-c2ccc(C)o2)c(C)c1,-24.9%
CCCCOC(=O)c1ccc(NC(=O)c2cc(-c3cccs3)on2)cc1,-23.9%
CC(C)CN1CCc2nc(Nc3ccc(F)cc3F)ncc2C1,-17.8%
O=C(c1ccncc1)N1CCCC(c2nnc3n2CCNC3)C1 (stereo not given),?
Cc1nc(-c2ccccc2)n(CC(=O)Nc2cccc(C#N)c2)c(=O)c1CCO,13.7%
CCOc1ccc(Br)cc1S(=O)(=O)Nc1cccc(-c2ccc(OC)nn2)c1,-9.3%
C=Cc1ccc(Cn2ccn(-c3ccc(F)c(F)c3)c(=O)c2=O)cc1,?
O=C1CC(C(=O)NCc2cc3n(n2)CCN(C2CCCCC2)C3)C2(CCCC2)O1 (stereo not given),?
Cc1cc(=O)oc2cc(OCC(=O)NC3CCN(Cc4ccccc4)CC3)ccc12,?
Cc1cccc(-c2nc3nc(C)cc(N4CCN(c5ccccc5)CC4)n3n2)c1,-9.3%
O=C(CC(c1cccs1)N1Cc2ccccc2C1=O)Nc1ccccc1 (stereo not given),-12.1%
CCc1ccc(-n2c(=O)c3cccnc3n2CC(=O)NCc2ccc(C)cc2)cc1,?
CN(C)c1cccc(-c2cn(C)c(=O)n3cc(COc4ccc(Cl)cc4)nc23)c1,25.1µM*
O=C(Nc1nnc2n1CCS2)c1ccccc1C(F)(F)F,?
CC(C)=CCC/C(C)=C/C=N/NC(=S)Nc1ccccc1,10.9%
CC(=O)N1Cc2ccccc2CC2(CCCCN2Cc2ccccn2)C1 (stereo not given),-24.8%[115 µM]
COc1ccc(CN2CCc3nc(N4CCN(C)CC4)[nH]c(=O)c3CC2)cc1OC,3.5%
CCCCc1cc(=O)oc2cc(C)cc(OCC(=O)O)c12,i
COC(=O)c1cn(-c2ccccc2)nc1-c1ccc(OC)c(OC)c1,-31.0%
CCn1c(=O)c(-c2noc(C(=O)N3CCC(c4ccccc4)C3)n2)nn(-c2ccc(C)cc2)c1=O (stereo not given),5.9%
COc1ccc2[nH]c(=O)c(COC(=O)c3ccc(F)cc3)cc2c1,?
Cc1ccc(Cl)cc1NC(=O)C(C)n1nnc2sc3c(c2c1=O)CCCC3 (stereo not given),-15.1%
CC(O)CNc1nc(-c2ccco2)c2c(c1C#N)CCCC2 (stereo not given),?
CC(SC1CCCC1)C(=O)Nc1ccc(Cl)cc1Cl (stereo not given),9.0%
CC1Oc2ccc(NC(=O)c3cccs3)cc2CN(CCc2ccc(F)cc2)C1=O (stereo not given),-2.9%

Among those listed so far, these contain an aryl thioether with sulfur outside any ring:
smiles,KDM5B inhibitor
CSc1scc2c1-c1nc(SCC(=O)C(C)(C)C)ncc1CC2,?
COc1ccc(NC(=O)CCCSc2nc(-c3ccco3)cc(C(F)(F)F)n2)cc1,-27.8%
